PI4K2A inh – qHTS for small molecular inhibitors of PI4K2A. Phosphatidylinositol 4-kinase type 2-alpha (Homo sapiens), Q9BTU6. purified PI4K2A, ADP-Glo luminescence, 1 h; hits give low values. activity change, negative = inhibition, % at 76.9 µM. 420,000 compounds, 0.13% hits. AID 1346378, 2018; in the data active means activity change below about -50%; inconclusive means mostly about -30% to -49%;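 further: -100% = wells without enzyme as full effect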
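In this quantitative HTS, ADP production by PI4K2A was quantified luminescently after 1 h at ambient temperature; 100 microM adenosine served as plate-quality control.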
ALOX12 inh – Primary qHTS assay for inhibitors of human arachidonate 12S-lipoxygenase (ALOX12): Round 2; purified 12hLO, xylenol orange hydroperoxide absorbance; 580,000 compounds, 1.1% hits; Polyunsaturated fatty acid lipoxygenase ALOX12 (Homo sapiens), P18054; Potency, µM (doses to about 108 µM), for inactives: top-dose activity change, negative = inhibition, hits mostly inhibitors; active means well fitted inhibition curve with a large enough effect; inconclusive means small, poorly fitted or top-dose-only effect, or another doubt; inactive means no such curve, though single readings can be large or run the other way; further: potency means the concentration at half of the fitted maximal effect
Target sequence (P18054 whole entry, looked up): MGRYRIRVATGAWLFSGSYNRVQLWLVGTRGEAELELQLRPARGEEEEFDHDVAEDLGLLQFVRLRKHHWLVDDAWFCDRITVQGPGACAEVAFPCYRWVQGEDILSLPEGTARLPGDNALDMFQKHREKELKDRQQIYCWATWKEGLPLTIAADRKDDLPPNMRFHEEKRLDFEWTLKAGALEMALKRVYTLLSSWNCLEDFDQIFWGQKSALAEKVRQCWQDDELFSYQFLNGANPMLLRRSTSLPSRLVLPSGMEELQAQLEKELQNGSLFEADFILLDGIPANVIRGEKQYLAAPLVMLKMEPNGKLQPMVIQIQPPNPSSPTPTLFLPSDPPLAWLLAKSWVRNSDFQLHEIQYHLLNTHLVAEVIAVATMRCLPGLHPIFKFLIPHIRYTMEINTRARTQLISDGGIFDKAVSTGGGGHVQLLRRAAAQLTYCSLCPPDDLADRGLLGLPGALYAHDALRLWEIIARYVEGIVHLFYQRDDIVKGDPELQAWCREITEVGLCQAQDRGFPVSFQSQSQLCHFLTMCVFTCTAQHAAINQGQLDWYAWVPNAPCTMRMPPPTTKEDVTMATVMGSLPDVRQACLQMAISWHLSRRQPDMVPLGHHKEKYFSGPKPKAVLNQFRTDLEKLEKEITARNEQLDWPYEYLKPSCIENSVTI
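Hydroperoxide product was detected by ferrous iron/xylenol orange as the 573 to 405 nm absorbance ratio. Arachidonic acid at 40 uM (final) was turned over for 30 min at room temperature by 150 nM human 12hLO, pH 7.0 Hepes buffer, after 15 min compound preincubation.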
An asterisk follows results filed as active; i = inactive; ? = inconclusive; & = joins results of further samples; [ ] = remark or other dose. Unless noted, on the % scale 0 is the no-effect control and ±100 the full control effect.

(1) O=C(C(=O)N1CCC(Cc2ccccc2)CC1)c1cccc(Br)c1
(2) Nc1sccc1C(=O)NC1CC1
(3) COc1ccc(C(C(=O)NCc2ccccc2)n2c(=O)c(-c3cc4ccccc4[nH]3)nc3ccccc32)cc1 (centres undefined)
(4) CC(=O)N1CCC(C(=O)N2c3ccccc3N=C(c3ccc(C(F)(F)F)cc3)C2C(=O)NC(C)C)CC1 (centres undefined)
(5) COc1ccc(N2c3ccccc3CN(Cc3ccccc3)[C@@H](C)[C@H]2Cc2ccc(-c3ccccc3)cc2)cc1
Screen / compound no.	1	2	3	4	5
PI4K2A inh	0.3	1.1	-1.0	0.7	-0.7
ALOX12 inh	-10.9%	-7.0%	-17.7%	-23.1%	?

(6) COC(=O)[C@@]12C[C@@H](CC(=O)N3CCCC3)C(=O)N(Cc3cccc4ccccc34)C1=CCC(C)(C)C2
(7) Cc1cccc(C)c1NC(=O)C(c1ccc(C#N)cc1)n1c(=O)c(-c2cc3ccccc3[nH]2)nc2ccccc21 (centres undefined)
(8) OC[C@H]1O[C@@H](OCCc2ccc(O)cc2)[C@H](O)[C@@H](O)[C@H]1O
(9) CCCCCCCCN1C(=O)[C@H](CC(=O)NCc2cccc(C(F)(F)F)c2)C[C@@]2(C(=O)OC)CC(C)(C)CC=C12
(10) CN1Cc2cc(C(=O)N3CCC(C4CCNCC4)CC3)ccc2NC(CC(=O)O)C1=O (centres undefined)
Screen / compound no.	6	7	8	9	10
PI4K2A inh	-0.1	-1.6	-0.7	-2.0	-1.6
ALOX12 inh	8.0%	-13.0%	-1.7%[57.4 µM]	-14.7%	-15.5%[22.9 µM]

(11) COC(=O)C[C@@H]1C=C[C@@H](NC(=O)c2ccc3c(c2)OCO3)[C@@H](CO)O1
(12) CCC(C(=O)NCc1ccccc1)n1c(C2CCN(C(C)=O)CC2)nc2ccccc21 (centres undefined)
(13) CC(=O)C1=CCC(c2ccccc2)N(Cc2ccccc2)C1 (centres undefined)
(14) Cc1cccc(C)c1NC(=O)C(c1ccncc1)N1CCN(C)CC1 (centres undefined)
(15) COc1ccc(S(=O)(=O)N[C@@H]2C=C[C@@H](CC(=O)N3CCc4ccccc4C3)O[C@@H]2CO)cc1
Screen / compound no.	11	12	13	14	15
PI4K2A inh	-2.4	-2.7	-3.4	-1.5	-2.4
ALOX12 inh	-9.6%	9.8%	-9.5%	12.8%	25.1µM*

(16) COC(=O)C1=CN(c2ccccc2OC)C(N)=C(C#N)C1c1cccc([N+](=O)[O-])c1 (centres undefined)
(17) CC1CCN(c2ccc(C(=O)O)cc2NS(=O)(=O)c2ccc(Br)s2)CC1
(18) CC(C)N1C(=O)c2ccccc2NC(=O)C1C(=O)NCc1ccccc1 (centres undefined)
(19) COc1ccc(O)cc1CN1CCN(c2ncc(Cc3ccccc3)cn2)CC1
(20) COC(=O)[C@@]12C[C@@H](CC(=O)N3CCOCC3)C(=O)N(CCc3ccc(OC)c(OC)c3)C1=CCC(C)(C)C2
Screen / compound no.	16	17	18	19	20
PI4K2A inh	-1.2	-6.7	1.1	-5.2	6.8
ALOX12 inh	?	?	-12.1%	?	1.9%

(21) COC(=O)[C@@]12C[C@@H](CC(=O)NCCc3ccccc3OC)C(=O)N(Cc3cccc4ccccc34)C1=CCC(C)(C)C2
(22) Cc1cccc(C)c1NC(=O)C1(C)CN(S(C)(=O)=O)CC(=O)N1Cc1cccs1 (centres undefined)
(23) Nc1sc(Cc2ccccc2)cc1C(=O)c1c(-c2ccccc2)[nH]c2ccccc12
(24) CCC(C(=O)NC1CCCC1)n1c(C2CC2)nc2ccccc21 (centres undefined)
(25) CCOC(=O)C1=CCN(S(=O)(=O)c2ccc(F)cc2)C1c1ccc(F)cc1 (centres undefined)
Screen / compound no.	21	22	23	24	25
PI4K2A inh	6.4	-2.5	-2.1	-1.4	-4.7
ALOX12 inh	1.6%	-2.7%	?	-15.4%	2.7%

(26) O=C1Nc2ccccc2-n2nnnc2C1N1CCN(c2ccc(C(F)(F)F)cn2)CC1 (centres undefined)
(27) O=C(NC1CCCC1)C(C1CC1)n1c(-c2ccncc2)nc2ccccc21 (centres undefined)
(28) CCC(c1nc2ccccc2[nH]1)n1c(=O)c(-c2ccccc2)nc2ccccc21 (centres undefined)
(29) N#Cc1cccc(C(=O)C(=O)N2CCN(C(=O)OCc3ccccc3)CC2)c1
(30) CCOC(=O)[C@]12CCCC=C1N(Cc1ccccc1)C(=O)[C@H](CC(=O)NCc1cccs1)C2
Screen / compound no.	26	27	28	29	30
PI4K2A inh	-2.2	-1.7	-5.4	0.2	-2.5
ALOX12 inh	?	-3.2%	-39.3%	-10.0%	-22.3%

(31) COc1ccc(NC(=O)C(C2CC2)n2c(=O)c(-c3ccco3)nc3ccccc32)cc1 (centres undefined)
(32) COC(=O)C[C@@H]1CC[C@@H](NC(=O)NC2CCCC2)[C@@H](CO)O1
(33) COc1cc2c(cc1OC)/C(=C/C(=O)OCc1ccccc1)OC2
(34) Cc1ccc(S(=O)(=O)N2C3CCCCC3O[C@H]2CC(=O)c2cccc3ccccc23)cc1 (some centres undefined)
(35) Nc1sc(-c2ccccc2)cc1C(=O)N1CCNCC1
Screen / compound no.	31	32	33	34	35
PI4K2A inh	2.6	-6.3	-5.7	-7.7	-8.5
ALOX12 inh	?	-1.2%	0.0%	-10.3%	?

(36) COc1ccc(NC(=O)C(c2ccccc2)n2c(=O)c(-c3cc4ccccc4[nH]3)nc3ccccc32)cc1 (centres undefined)
(37) O=C(C(O)c1ccccc1)N1CCN(S(=O)(=O)c2ccc(F)c(F)c2)CC1 (centres undefined)
(38) Cc1cc2nc3c(=O)[nH]c(=O)nc-3n(C[C@H](O)[C@H](O)[C@H](O)CO)c2cc1C
(39) Cc1cccc(C)c1NC(=O)C1(C)CSCC(=O)N1Cc1cccc(F)c1 (centres undefined)
(40) COC(=O)[C@]12CCCCC=C1N(CCc1ccc(OC)c(OC)c1)C(=O)[C@H](CC(=O)NCc1ccc(C)o1)C2
Screen / compound no.	36	37	38	39	40
PI4K2A inh	-0.7	2.0	i	-0.9	1.0
ALOX12 inh	-14.9%	-15.2%	?	?	-39.5%

(41) COC(=O)C1=CN(c2ccc(N3CCOCC3)cc2)C(N)=C(C#N)C1c1ccccc1 (centres undefined)
(42) O=C1C=C(OCCF)CC(c2cccc(Cl)c2)O1 (centres undefined)
(43) COC(=O)[C@@]12C[C@@H](CC(=O)NCc3ccc(OC)c(OC)c3)C(=O)N(Cc3ccc4c(c3)OCO4)C1=CCC(C)(C)C2
(44) O=C(NC1CCCCC1)C(c1ccncc1)n1c(=O)c(-c2cc3ccccc3[nH]2)nc2ccccc21 (centres undefined)
(45) CO[C@@H]1CN(C)C(=O)c2cc(NC(=O)C3CC3)ccc2OC[C@H](C)N(C(=O)CN2CCOCC2)C[C@@H]1C
Screen / compound no.	41	42	43	44	45
PI4K2A inh	-0.1	-3.7	-0.9	-1.4	2.0
ALOX12 inh	10.3%	0.6%	-10.3%	-16.2%	-12.6%

(46) COC(=O)C1=CN(c2ccc3c(c2)OCO3)C(N)=C(C#N)C1c1cccc(F)c1 (centres undefined)
(47) CSCCC(c1nc2ccccc2[nH]1)n1c(=O)c(-c2cc3ccccc3[nH]2)nc2ccccc21 (centres undefined)
(48) CCO[C@H]1C[C@@H](c2ccc(CC)cc2)N(S(=O)(=O)c2ccc(C)cc2)C2CC(c3ccc(CC)cc3)N(S(=O)(=O)c3ccc(C)cc3)CC21 (some centres undefined)
(49) COc1cccc(C(=O)Nc2ccc3c(c2)OC[C@H](C)N(CCc2ccccc2)C[C@@H](C)[C@@H](OC)CN(C)C3=O)c1
(50) CCCc1nc2ccccc2n1C(CC)C(=O)NC(C)(C)C (centres undefined)
Screen / compound no.	46	47	48	49	50
PI4K2A inh	3.4	-2.9	-19.2	3.7	-19.6
ALOX12 inh	?	-24.1%	4.8%	-25.4%	18.6%

(51) CC(=O)N(CC(=O)N(C)C)c1ccccc1
(52) CCC(=O)Nc1ccc2c(c1)OC[C@@H](C)N(C(=O)c1ccccn1)C[C@@H](C)[C@@H](OC)CN(C)C2=O
(53) Cc1ccc(S(=O)(=O)N2C3CCCCC3O[C@H]2CC(=O)c2ccc(F)cc2)cc1 (some centres undefined)
(54) COC(=O)[C@@]12C[C@@H](CC(=O)NCC34CC5CC(CC(C5)C3)C4)C(=O)N(CCc3ccc(OC)c(OC)c3)C1=CCC(C)(C)C2
(55) COCCCNC(=O)c1cc(Cc2ccccc2)sc1N
Screen / compound no.	51	52	53	54	55
PI4K2A inh	-1.2	-3.0	-13.5	0.9	3.3
ALOX12 inh	-12.7%[22.9 µM]	?	19.3%	?	-27.2%

(56) Cn1cc([C@]2(O)C(=O)Nc3c(F)cccc32)c2ccccc21
(57) CCCc1c(Cc2cccc(F)c2)ncn1Cc1cccc(-c2ccccc2)c1
(58) Cc1ccc(S(=O)(=O)N2CC(CO)=CCC2c2ccccc2)cc1 (centres undefined)
(59) C/C=C1\[C@H]2C=C(C)C[C@]1(N)c1ccc(=O)[nH]c1C2
(60) CC(C)CNC(=O)C1C(=O)Nc2ccccc2C(=O)N1C(C)(C)C (centres undefined)
Screen / compound no.	56	57	58	59	60
PI4K2A inh	5.1	-1.7	1.5	-2.6	-3.2
ALOX12 inh	9.4%	?	4.1%	13.8%	-20.6%

(61) Cc1cccc(C)c1NC(=O)C(c1ccncc1)n1c(=O)c(-c2cc3ccccc3[nH]2)nc2ccccc21 (centres undefined)
(62) CCCCCCCCN1C(=O)[C@H](CC(=O)NCc2cccc3ccccc23)C[C@@]2(C(=O)OCC)CCC=C12
(63) Cc1cccc(C)c1NC(=O)C1(C)CSCC(=O)N1Cc1ccco1 (centres undefined)
(64) CCCCNC(=O)C[C@@H]1C[C@@]2(C(=O)OCC)CCCC=C2N(Cc2ccccc2)C1=O
(65) O=C(NCc1ccccc1)C(c1ccccc1F)n1c(=O)c(-c2ccco2)nc2ccccc21 (centres undefined)
Screen / compound no.	61	62	63	64	65
PI4K2A inh	-7.9	-3.2	-1.2	-7.2	-21.9
ALOX12 inh	?	?	?	?	?

(66) COc1ccc(C2=Nc3ccccc3N(C(=O)c3cccnc3)C2C(=O)NC2CCCC2)cc1 (centres undefined)
(67) CC(C)[C@H](NC(=O)OC(C)(C)C)c1cc(C(=O)N[C@@H](C)c2ccccc2)c(N)s1
(68) CC(C)C(=O)OCc1cccc(OC(=O)[C@@H]2N3C(=O)[C@@H](NC(=O)Cc4ccccc4)[C@H]3SC2(C)C)c1
(69) Cc1ccc(-c2cccc(=O)o2)cc1
(70) COC(=O)[C@@]12C[C@@H](CC(=O)NCCCCc3ccccc3)C(=O)N(CCc3ccc(OC)c(OC)c3)C1=CCC(C)(C)C2
Screen / compound no.	66	67	68	69	70
PI4K2A inh	-8.0	-9.8	-4.6	-6.2	1.9
ALOX12 inh	-22.5%	0.4%	-8.3%[22.9 µM]	-26.9%&-0.4%	-4.7%

(71) CCCCCCCCN1C(=O)[C@H](CC(=O)NCc2ccccc2)C[C@@]2(C(=O)OCC)CCC=C12
(72) O=C(NCc1ccccc1)C(C1CC1)n1c(-c2cccs2)nc2ccccc21 (centres undefined)
(73) C/C(=C(\CCOP(=O)(O)O)SC(=O)c1ccccc1)N(C=O)Cc1cnc(C)nc1N
(74) CC(C)[C@H](NC(=O)OC(C)(C)C)c1cc(C(=O)NCCO)c(N)s1
(75) CC(C)NC(=O)C1(C)CSCC(=O)N1CCCN1CCOCC1 (centres undefined)
Screen / compound no.	71	72	73	74	75
PI4K2A inh	-6.2	-3.0	i	-5.2	0.4
ALOX12 inh	-16.4%	-33.1%	-3.2%[3.43 µM]	-2.5%	-1.4%

Reprinted at random: 3 compounds from above.
(73) C/C(=C(\CCOP(=O)(O)O)SC(=O)c1ccccc1)N(C=O)Cc1cnc(C)nc1N
(72) O=C(NCc1ccccc1)C(C1CC1)n1c(-c2cccs2)nc2ccccc21 (centres undefined)
(71) CCCCCCCCN1C(=O)[C@H](CC(=O)NCc2ccccc2)C[C@@]2(C(=O)OCC)CCC=C12
Screen / compound no.	73	72	71
PI4K2A inh	i	-3.0	-6.2
ALOX12 inh	-3.2%[3.43 µM]	-33.1%	-16.4%

New compounds follow.
(76) O=C(C(=O)N1CCN(C(=O)OCc2ccccc2)CC1)c1cccs1
(77) O=C(NC1CCCCC1)C(c1cccc2ccccc12)n1c(=O)c(-c2ccco2)nc2ccccc21 (centres undefined)
(78) CC(C)=CCC/C(C)=C/CC/C(C)=C/C(=O)OCC(=O)[C@@]1(O)CC[C@H]2[C@@H]3CCC4=CC(=O)C=C[C@]4(C)[C@H]3[C@@H](O)C[C@@]21C
(79) O=C(NCc1ccccc1)C1C(=O)Nc2ccccc2C(=O)N1c1ccc2c(c1)OCCO2 (centres undefined)
(80) Cc1cccc(C)c1N1C(=O)c2ccccc2NC(=O)C1C(=O)NCCc1ccccc1 (centres undefined)
Screen / compound no.	76	77	78	79	80
PI4K2A inh	-1.7	-14.4	-1.5	1.0	-0.9
ALOX12 inh	-21.0%	17.8µM*	-8.4%[22.9 µM]	-23.3%	-0.2%

Screening data as filed in PubChem.

This is a subset; rates above refer to the full screens.
